Source: PubChem
KOR beta-arrestin-1 – kappa opioid receptor activators – cell-based, luminescence, uHTS, primary screen (AID 1777) | hit rate 0.02% among 280,000 | one-dose activation, % at 10 µM; EC50 in µM for titrated hits | KOR beta-arrestin recruitment, luminescence; higher % means a stronger effect; in the data active means activation above about 50%, passing the limit was not always enough; further: a part of the inactive calls stands beside numbers as strong as those of hits
NOD2 inhibition – NOD2 signaling inhibitors, cell-based, luminescence, uHTS, HEK293 (AID 1566); hit rate 0.63% among 290,000; one-dose inhibition, % at 4 µM; EC50 in µM for titrated hits; HEK293 NOD2/NF-kB luciferase reporter, luminescence; higher % means a stronger effect; further: many of its hits are not listed in these tables
KOR beta-arrestin-2 – kappa opioid receptor blockers – cell-based, luminescence, uHTS (AID 1778) | hit rate 0.091% among 290,000 | one-dose inhibition, % at 10 µM; IC50 in µM for titrated hits | KOR beta-arrestin recruitment, luminescence, antagonist mode; higher % means a stronger effect; further: strong numbers were not always called active
HIV fusion peptide – inhibitors of HIV fusion peptide binding, primary screen, biochemical, uHTS, fluorescence dequenching (AID 1986); cell-free peptide binding, fluorescence dequenching, 30 min; higher % means a stronger effect; inhibition, % at 20 µM; hits with a dose series show IC50 in µM; hit rate 0.3% among 290,000; in the data active means inhibition mostly above about 52%, no sharp cut-off; inactive means mostly below about 76%; further: some results filed as inactive read as strong as hits
Myeloid diff MLP – compounds promoting myeloid differentiation; calls only at 10 µM; hit rate 1% among 360,000; ER-HoxA9 myeloid progenitors, lysozyme-GFP differentiation, flow cytometry;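 active means normalized GFP-positive differentiation at or above the plate's own cutoff, the solvent-only control mean plus 3 SD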;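 further: cells exposed to compound for four days before flow analysis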
LYP phosphatase – inhibitors of LYP phosphatase, biochemical, fluorescence intensity, uHTS (AID 1779); recombinant LYP phosphatase, fluorescence intensity; higher % means a stronger effect; one-dose inhibition, % at 11.5 µM; IC50 in µM for titrated hits; hit rate 0.054% among 290,000;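 further: plate controls were vehicle with enzyme for no effect and no enzyme for full effect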
SIAH1 antagonists – Siah-1 peptide-binding antagonists, primary screen, biochemical, fluorescence polarization, rhodamine-plectin, uHTS (AID 1817); Siah-1 / rhodamine-plectin peptide fluorescence polarization; higher % means a stronger effect; displacement, % at 20 µM, or IC50 in µM where a hit was titrated; hit rate 0.02% among 290,000;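 active means displacement of at least 50% at 20 µM, with a fluorescence ratio check between 0.3 and a set limit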;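 further: plate controls were Siah plus tracer with DMSO for no effect and tracer alone without Siah for full effect; strong numbers were not always called active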
NOD1 NF-kB reporter – inhibition of NOD1-driven NF-kB reporter – cell-based, luminescence, uHTS, primary screen (AID 1578); NOD1-driven NF-kB luciferase reporter cells, luminescence; higher % means a stronger effect; one-dose inhibition, % at 4 µM; EC50 in µM for titrated hits; hit rate 1% among 290,000; in the data active means inhibition mostly above about 36%, no sharp cut-off; inactive means mostly below about 34%;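 further: HEK-293T reporter cells stimulated with the NOD1 agonist gamma-tri-DAP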
Salmonella PhoP GFP – PhoP-dependent GFP reporter repression – Salmonella Typhimurium, primary screen (AID 1863) | S. Typhimurium PhoP-regulated promoter GFP reporter, 4 h; higher % means a stronger effect | one-dose inhibition, % at 50 µM; IC50 in µM for titrated hits | hit rate 0.16% among 300,000;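 active means inhibition over 29.93%, a cutoff 3 SD above the screen mean, later confirmed by dose response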;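 further: 0% = low Mg2+ inducing control and 100% = high Mg2+ repressing control; strong numbers were not always called active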
Myeloid diff MLP GFP+ MAC1+ % – recorded beside Myeloid diff MLP, whose call it bears; GFP+ MAC1+ double positive, %; measured here: differentiation confirmed by MAC1 staining
An asterisk follows results filed as active; i = inactive; . = not tested or not shown; + = active, no number; & = joins results of further samples; [ ] = dose if it differs, or a comment. Unless noted, no stated cut-off is given here; in the data, active means inhibition above about 50%; inactive means the rest.

Sequence of screens – Myeloid diff MLP	NOD2 inhibition	HIV fusion peptide	NOD1 NF-kB reporter	LYP phosphatase	KOR beta-arrestin-2	SIAH1 antagonists	Myeloid diff MLP GFP+ MAC1+ %	KOR beta-arrestin-1	Salmonella PhoP GFP
1) Cc1ccc(Oc2nc(-c3ccccn3)nc3ccccc23)cc1
 : i	26%	-1.8%	-4%	-4%	42%	-2%	0.5	1.5%	-9%
2) CCC(CC)C(=O)Nc1cc(NC(=O)C(CC)CC)cc(C(=O)O)c1
 : i	-6%	-2.0%	-10%	-8%	38%	6%	1.5	-2.5%	-1%
3) CC1(C)Cc2c(cnn2-c2cccc(F)c2)C(NC(=O)c2ccc[n+]([O-])c2)C1 (stereo not drawn)
 : i	-7%	1.5%	-28%	-2%	-15%	-1%	1.1	0.6%	-5%
4) OCC[C@@H]1C[C@@H](O)[C@H](O)[C@]2(Cc3ccccc3O2)O1
 : i	13%	0.8%	4%	-12%	-5%[20 µM]	12%	1.0	-2.1%	-3%
5) COc1ccc(N2C(=O)/C(=C/c3ccc([N+](=O)[O-])cc3)N=C2C)c(OC)c1
 : i	-12%	0.3%	13%	0%	-16%	0%	0.1	-1.4%	7%
6) Cc1c([N+](=O)[O-])c(C(=O)Nc2ccc3c(c2)OCCO3)nn1C
 : i	-48%	-1.0%	-8%	-7%	-17%	1%	0.3	3.9%	-2%
7) CCN1C(=O)CS/C1=N\c1nccs1
 : i	-3%	-0.7%	-4%	3%	22%	2%	1.5	2.6%	-1%
8) CCOc1cc(/C=N/NC(=O)c2ccccn2)ccc1OC(=O)c1cccs1
 : i	-16%	1.6%	-43%	-3%	6%	0%	0.4	-1.9%	-4%
9) COc1ccc(Cc2nnc(NC(=O)CSc3ccccc3)s2)cc1
 : i	0%	2.1%	-28%	-5%	9%	2%	2.4	0.9%	19%
10) C[C@H](NC(=O)N1CCn2c1nc1ccccc12)C(=O)NCc1ccc(F)cc1
 : i	28%	-0.6%	-4%	-14%	.	-1%	0.0	.	-3%
11) CCC1(CC)NC(=O)N(CC(=O)OCC(=O)Nc2ccc(F)c(F)c2F)C1=O
 : i	8%	-1.8%	-24%	-2%	3%	12%	1.5	-6.4%	0%
12) O=C(CSc1nnc2sc3ccccc3n12)c1ccco1
 : i	-3%	0.7%	-15%	3%	27%	-10%	1.5	0.6%	3%
13) N=c1c2c3c(sc2ncn1Cc1ccco1)CCCCC3
 : i	12%	1.3%	26%	-2%	-20%	-1%	0.4	1.1%	28%
14) CCOc1cc(/C=C2\C(=N)N3N=C(C)SC3=NC2=O)ccc1OCCOc1ccccc1
 : i	4%	3.7%	-24%	-2%	24%[20 µM]	6%	0.2	-7.3%	-7%
15) COc1ccc(S(=O)(=O)N2CC(C(=O)O)Oc3ccc(Cl)cc32)cc1 (stereo not drawn)
 : +	0%	9.3%	-10%	-4%	-18%	2%	9.1*	4.4%	0%
16) Cc1nc2sccn2c(=O)c1CCN1CCC(=C(c2ccc(F)cc2)c2ccc(F)cc2)CC1
 : i	4%	-3.5%	2%	2%	-11%	1%	10	1.6%	10%&7%
17) Cc1ncc(CO)c(/C=N/NC(=S)Nc2cccc(Cl)c2)c1O
 : i	29%	23%	-4%	-6%	-39%[20 µM]	2%	0.3	1.4%	-2%
18) Brc1cc2c(cc1CN1CCc3ccccc3C1)OCO2
 : i	3%	0.8%	-1%	-5%	-4%	3%	0.7	-5.8%	-1%
19) CCCCCCCCCCCCCCCC[n+]1ccc(C(N)=O)cc1
 : .	6%	-14%	-14%	-17%	-14%	-1%	.	28%	20%
20) Cc1cc(C)n2nc(C(=O)N/N=C/c3cccs3)nc2n1
 : i	4%	-2.3%	-25%	-3%	13%	-2%	0.0	.	-5%

Structural class, the entries above containing a Cl atom.
Sequence of screens – Myeloid diff MLP	NOD2 inhibition	HIV fusion peptide	NOD1 NF-kB reporter	LYP phosphatase	KOR beta-arrestin-2	SIAH1 antagonists	Myeloid diff MLP GFP+ MAC1+ %	KOR beta-arrestin-1	Salmonella PhoP GFP
15) COc1ccc(S(=O)(=O)N2CC(C(=O)O)Oc3ccc(Cl)cc32)cc1 (stereo not drawn)
 : +	0%	9.3%	-10%	-4%	-18%	2%	9.1*	4.4%	0%
17) Cc1ncc(CO)c(/C=N/NC(=S)Nc2cccc(Cl)c2)c1O
 : i	29%	23%	-4%	-6%	-39%[20 µM]	2%	0.3	1.4%	-2%

The list goes on.
Sequence of screens – Myeloid diff MLP	NOD2 inhibition	HIV fusion peptide	NOD1 NF-kB reporter	LYP phosphatase	KOR beta-arrestin-2	SIAH1 antagonists	Myeloid diff MLP GFP+ MAC1+ %	KOR beta-arrestin-1	Salmonella PhoP GFP
21) COc1ccc(-n2c(C)cc(C(=O)COC(=O)c3cc(NC(=O)c4cccs4)c(OC)c(OC)c3)c2C)cc1
 : i	12%	3.7%	-5%	-1%	14%	4%	0.3	-2.4%	2%
22) CN1CCOCCOCCOCCN(C)C1=S
 : i	4%	-0.6%	-23%	-5%	-14%[20 µM]	3%	1.3	.	-4%
23) O=C(CSc1nnc(NC(=O)c2ccccc2[N+](=O)[O-])s1)NCc1ccco1
 : i	0%	0.6%	-32%	-10%	7%	4%	0.4	-1.5%	-5%
24) O=C(CSc1ncccn1)NCC1CCCO1 (stereo not drawn)
 : i	14%	1.7%	-26%	-6%	6%	2%	0.8	2.2%	2%
25) Cc1ccc(C(=O)CSc2cc(C)nc(SCC(=O)c3ccccc3)n2)cc1
 : i	27%	0.5%	61%	0%	-15%	0%	0.7	1.3%	7%
26) CC1=C(C(=O)Nc2ccc(C)cc2)C(c2ccc(C)o2)C2=C(CC(C)(C)CC2=O)N1 (stereo not drawn)
 : i	0%	1.0%	.	2%	2%	3%	2.0	-0.8%	8%
27) CCC(NS(=O)(=O)c1ccc(C)cc1)C(=O)N1CCN(c2ccccn2)CC1 (stereo not drawn)
 : i	1%	3.2%	-4%	-6%	33%	0%	1.2	1.5%	-1%
28) CC1CCCC(C)N1C(=O)Cn1c(=O)sc2ccccc21 (stereo not drawn)
 : i	3%	13%	-5%	-9%	11%	3%	1.7	4.0%	2%
29) CCOc1cc(S(=O)(=O)NCCc2ccccc2C)c(OCC)cc1-n1cnnn1
 : i	2%	9.2%	7%	4%	-12%	1%	4.2	-4.3%	3%
30) CCOC(=O)CCCNC(=O)c1cncc(O)c1
 : i	13%	-2.4%	-4%	-9%	-37%	-2%	0.7	-1.8%	-1%
31) O=C1NN=C(c2ccc(Cl)cc2)CC1c1cccc(Cl)c1 (stereo not drawn)
 : i	-4%	-1.8%	-10%	-3%	-31%	-1%	0.8	5.5%	5%
32) Cc1ccc(C(=O)N2CCN(c3ccccc3)CC2)cc1NC(=O)c1ccco1
 : i	-16%	0.0%	-25%	-8%	-18%	1%	0.6	-0.7%	0%
33) Cc1cccc(/C(N)=N/OC(=O)N2c3ccccc3Sc3ccccc32)c1
 : i	-7%	0.4%	-4%	-4%	12%	2%	0.3	0.1%	-7%
34) Cc1nc2ccccc2n1CCC(=O)O
 : i	6%	-1.4%	-5%	-8%	17%	4%	2.1	-5.0%	-9%
35) CCc1ccccc1N(CC(=O)N1CCN(c2ccccc2)CC1)S(C)(=O)=O
 : i	8%	-1.3%	-10%	-4%	10%	-2%	1.1	-0.3%	4%
36) Cc1c(Cl)cccc1NC(CC(=O)c1ccccc1)C(=O)O (stereo not drawn)
 : i	3%	-0.9%	-40%	-6%	17%	-3%	0.5	-2.8%	5%
37) CCOc1ccc(CN2CCN(CC3CC3)CC2CCO)cc1 (stereo not drawn)
 : i	-9%	0.7%	-19%	-5%	-44%[20 µM]	-1%	0.2	2.2%	2%
38) CC(=O)Nc1cc(NC(C)=O)cc(C(=O)NC(C)(C)C)c1
 : i	1%	1.1%	-15%	-6%	-6%	2%	0.9	1.1%	-7%
39) COc1ccc(N2CCN(C(=O)c3oc4ccccc4c3NC(=O)Cc3ccc(OC)c(OC)c3)CC2)cc1
 : i	6%	-1.7%	-29%	-9%	-11%	3%	0.4	-2.4%	-13%
40) CS/C(=N\S(=O)(=O)c1cccs1)NC(=O)CSc1nc2ccccc2s1
 : i	5%	-0.1%	4%	-5%	-42%	-2%	0.8&0.4	2.8%	-1%
41) Cc1ccc(C(=O)Nc2ccc(N3CCN(C)CC3)cc2)cc1
 : i	-23%	-0.7%	-25%	-11%	-36%[20 µM]	-4%	0.8	1.3%	-7%
42) COc1cc(C2OC(=O)c3ccccc3S2)cc(OC)c1OC (stereo not drawn)
 : i	14%	1.0%	-5%	0%	4%	15%	0.7	-0.2%	-12%
43) Cc1ccc(S(=O)(=O)Nc2ccc(S(=O)(=O)N3CCOCC3)cc2)cc1[N+](=O)[O-]
 : i	14%	2.4%	13%	-10%	-33%	0%	1.1	0.1%	-5%
44) CC(C)CCC(O)(c1ccccc1)C(CN1CCOCC1)c1ccccc1 (stereo not drawn)
 : i	-12%	1.8%	-5%	3%	-10%	1%	0.3	0.9%	8%
45) NS(=O)(=O)c1ccc(NS(=O)(=O)c2ccc(NC(=O)C3CC3)cc2)cc1
 : i	0%	1.6%	-36%	-9%	-18%	1%	1.2	0.0%	-2%
46) CON1C(=O)C(=O)N(OC)C(C)(C)C1C (stereo not drawn)
 : i	0%	-2.5%	4%	-4%	-41%	0%	14	1.2%	1%
47) O=C(O)c1cc(-c2ccccc2)n(-c2ccccc2)n1
 : i	20%	3.9%	-10%	-7%	-17%	2%	1.2	3.7%	6%
48) COc1cc(NC(=S)NNC(=O)CC(C)C)c(OC)cc1Cl
 : i	7%	-2.3%	-4%	1%	15%	-6%	0.5	1.5%	11%
49) Cc1ccc(C)c(NC(=O)C2CCCN(S(=O)(=O)c3c(C)noc3/C=C/N(C)C)C2)c1 (stereo not drawn)
 : i	7%	-0.5%	-12%	-2%	-6%	-7%	1.1	1.7%	0%
50) CC(=O)N=c1sccn1CC(O)c1ccc(Br)cc1 (stereo not drawn)
 : i	-5%	-2.9%	13%	-12%	3%	-5%	1.5	-0.3%	5%
51) COc1ccc(-c2sc(Nc3ccccc3)n[n+]2-c2ccc(F)cc2)c(C)c1C
 : i	6%	-0.7%	18%	-8%	-118%[20 µM]	3%	3.0	0.5%	4%
52) CCOc1ccc(/C=C2/C(=O)N(c3ccc(OC)cc3)C(=S)N2CC(=O)OC)cc1OCC
 : i	2%	2.5%	-30%	7%	-7%	-1%	0.8	4.4%	-1%
53) CCOC(=O)N1CCN(C(=O)c2cn(CC)c3ccc(S(=O)(=O)N(C)C4CCCCC4)cc3c2=O)CC1
 : i	21%	-1.6%	-16%	-7%	6%	-4%	1.1	0.5%	-4%
54) CCn1c(SCC(=O)N2CCOCC2)nnc1C(C)NC(=O)c1ccccc1 (stereo not drawn)
 : i	10%	0.4%	8%	-18%	12%	-1%	1.5	2.3%	1%
55) Clc1ccc(COc2ccccn2)cc1Cl
 : i	2%	-2.1%	-3%	-8%	36%	0%	0.6	-2.9%	-4%
56) Cn1c(=O)n(CC(=O)Nc2ccc(F)cc2)c2ccccc21
 : i	-10%	-2.7%	-21%	0%	.	4%	8.5	.	-1%
57) S=c1nc[nH]c2nc[nH]c12
 : i	12%	-0.2%	1%	-5%	-14%[20 µM]	-2%	3.1&1.1	-1.8%	8%&10%

A portion of the library; count on the stated rates, not on these rows.
